# Compound activity (PubChem)
# Scp1 inh: blocks human Scp-1 phosphatase activity | Recombinant Scp1, phosphopeptide, malachite green phosphate absorbance | inhibition, % at 20 µM | 340,000 tested, 0.88% active | AID 493091;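 active means inhibition above about 50% at 20 µM, limit read from the data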;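 further: plate controls were DMSO wells with enzyme for no effect and wells lacking enzyme for full effect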
#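 Material: truncated SCP-1 phosphatase (76-261aa) / Buffer or medium: 50 mM Tris acetate pH 5.5, 0.005% Tween-20, 10 mM MgCl2 / Compound dosing: one concentration, 20 µM, with 1.0% DMSO / Incubation: 45 min room-temperature reaction, 5 min colour, 30 min stabiliser / Detection: colorimetric free-phosphate detection, absorbance 630 nm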
# SUMO1-SIM PPI: SUMO1-SIM interaction modulation | P63165 | SUMO1 binding to a labelled peptide, TR-FRET, 1 h | inhibition, % at 20 µM | 360,000 tested, 0.33% active | AID 602429; in the data active means inhibition above about 37%
# CendR NRP1 mod: modulators of CendR peptide binding to human neuropilin-1; O14786; FAM-RPARPAR peptide binding to NRP-1, fluorescence polarization; 360,000 tested, 0.85% active; inhibition, % at 25 µM;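 active means inhibition or corrected inhibition above about 18%, plus a signal ratio from 0.5 to 1.5, limit read from the data, passing the limit was not always enough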; further: strong numbers were not always called active
# MT1-MMP act inh: blocks activation of human MT1-MMP | HT1080 RFP-PRO-GFP cells, GFP/RFP ratio fluorescence, overnight; percent of plate control window, DMSO zero | AID 651647 | 360,000 tested, 0.061% active | GFP/RFP ratio change, % at 20 µM;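 active means GFP/RFP ratio change of at least 30% with cell ATP level not reduced by more than half and red fluorescence within 50% of control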; further: strong numbers were not always called active
#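 Test system: HT1080 RFP-PRO-GFP cells; Benchmarks: DMSO and RFP-L50D-GFP cell wells; Timing: cells overnight before dosing, compound overnight, 37 °C, 5% CO2; Compound: one 20 µM compound dose with 1% DMSO; Read-out: GFP/RFP fluorescence ratio.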
# Rpn11 block: blocks the human proteasome subunit Rpn11; O00487; human 26S proteasome, Ub4-pepOG fluorescence polarization; 20S core pre-blocked with epoxomicin; calls only at 20 µM; 360,000 tested, 0.59% active; AID 588493;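 active means inhibition at 20 µM, scaled to each plate's controls, above about 33%, limit read from the data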
# Target sequence (O00487 whole entry, looked up): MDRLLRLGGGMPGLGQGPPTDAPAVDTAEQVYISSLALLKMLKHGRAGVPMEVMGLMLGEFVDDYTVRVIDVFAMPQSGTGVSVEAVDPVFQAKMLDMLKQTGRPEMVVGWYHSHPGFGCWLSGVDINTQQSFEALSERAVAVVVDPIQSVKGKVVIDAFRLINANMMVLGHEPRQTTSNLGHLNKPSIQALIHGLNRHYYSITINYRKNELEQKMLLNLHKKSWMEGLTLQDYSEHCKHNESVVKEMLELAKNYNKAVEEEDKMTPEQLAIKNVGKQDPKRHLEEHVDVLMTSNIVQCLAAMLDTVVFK
# NadD inh: NadD (S. aureus) enzyme inhibition | inhibition, % at 20 µM | 360,000 tested, 0.78% active | purified NadD enzyme, colorimetric absorbance read-out; in the data active means inhibition above about 26%; further: some compounds past the cut are filed as inactive
# DNMT1 block: inhibitors of human DNMT1; P26358; DNMT1 molecular beacon, Hinp1I cleavage, fluorescence; inhibition (reported as % activation of signal), % at 10 µM; 360,000 tested, 0.83% active; AID 588458; in the data active means inhibition above about 50%
# SKN-1 block: inhibitors of C. elegans SKN-1 | C. elegans VP596 Pgst-4::GFP/RFP ratio, acrylamide-induced, 24 h | inhibition, % at 21.8 µM | 360,000 tested, 0.49% active;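 active means interference check ratio from 0.5 to 1.5 plus GFP to RFP signal ratio inhibition reaching or exceeding a fixed threshold, cut at about 30% in these data, passing the limit was not always enough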; further: some compounds called inactive have numbers as strong as hits
# STEP inh: inhibitors of human striatal-enriched phosphatase STEP | 360,000 tested, 0.25% active | AID 588621 | recombinant STEP, OMFP fluorogenic substrate, fluorescence | inhibition, % at 20 µM;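 active means inhibition at 20 µM, scaled per plate between control wells, above about 37%, limit read from the data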;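 further: 0% = DMSO with enzyme and substrate and 100% = substrate only without enzyme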
# Target sequence (P54829 whole entry, looked up): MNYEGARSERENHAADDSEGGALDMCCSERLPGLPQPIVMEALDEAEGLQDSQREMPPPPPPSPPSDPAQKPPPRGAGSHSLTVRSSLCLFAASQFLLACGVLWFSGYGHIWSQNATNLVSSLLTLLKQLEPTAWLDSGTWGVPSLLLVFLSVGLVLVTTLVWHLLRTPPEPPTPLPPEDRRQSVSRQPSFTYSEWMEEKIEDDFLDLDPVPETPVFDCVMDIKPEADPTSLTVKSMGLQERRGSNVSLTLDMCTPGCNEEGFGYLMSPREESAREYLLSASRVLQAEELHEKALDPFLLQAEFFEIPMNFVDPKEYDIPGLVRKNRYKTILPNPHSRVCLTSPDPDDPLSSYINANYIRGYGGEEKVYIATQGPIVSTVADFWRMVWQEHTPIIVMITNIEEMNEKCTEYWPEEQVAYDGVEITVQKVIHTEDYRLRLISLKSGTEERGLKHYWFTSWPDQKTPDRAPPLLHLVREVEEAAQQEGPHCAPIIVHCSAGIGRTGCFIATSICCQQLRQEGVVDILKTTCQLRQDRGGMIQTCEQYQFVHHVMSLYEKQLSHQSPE
#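 System: STEP phosphatase, cell-free reaction; Buffer or medium: Bis-Tris pH 6.0 buffer with DTT, detergent; Incubation: 20 min at room temperature, dark; Measured by: fluorescence, 480/540 nm.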
# LMPTP block: LMPTP (human) inhibition; P24666; AID 651560; inhibition, % at 20 µM; recombinant LMPTP-A, OMFP fluorogenic substrate, fluorescence intensity; 360,000 tested, 0.22% active;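 active means compounds that cut the enzyme signal by at least half of the control window in the single-dose screen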;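 further: plate controls were DMSO wells with enzyme plus substrate for no effect and substrate without enzyme for full effect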
# Target sequence (P24666 whole entry, looked up): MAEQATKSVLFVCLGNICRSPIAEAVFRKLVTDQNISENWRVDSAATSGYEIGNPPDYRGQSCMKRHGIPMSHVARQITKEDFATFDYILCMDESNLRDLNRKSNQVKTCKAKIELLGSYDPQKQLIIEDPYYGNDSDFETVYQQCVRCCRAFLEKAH
#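 Test system: LMPTP-A, protein tyrosine phosphatase of low molecular weight; Input: 0.625 nM enzyme; Incubation: 50 min dark incubation at room temperature; Signal: endpoint fluorescence intensity from OMFP dephosphorylation; Read-out basis: % inhibition versus control wells.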
# The depositor's hits bear a star; i = inactive; x = no result given; + = active, no number. No enrichment for hits. Share with any hit: about 3.9%.
no. | canonical_smiles | Scp1 inh | SUMO1-SIM PPI | CendR NRP1 mod | MT1-MMP act inh | Rpn11 block | NadD inh | DNMT1 block | SKN-1 block | STEP inh | LMPTP block
1 | Fc1ccc(N/N=C(/c2ccccc2)c2ccccn2)cc1 | -4 | 13 | -3 | -1 | i | 2 | -4 | 8 | 12 | 0.4
2 | CC(NC(=O)C1CCCCC1)c1ccc2c(c1)OCCO2 (stereo not drawn) | -4 | -3 | 7 | 0 | i | 6 | 2 | -15 | -6 | -2.1
3 | COc1ccc(Cc2noc(CN3CCNC(=O)CC3)n2)cc1OC | -3 | 4 | -8 | 6 | i | -1 | 0 | -12 | 4 | -0.4
4 | CCn1c(C)c(C)c2cc(C(=O)Nc3cccc(Cl)c3)ccc21 | -14 | 0 | -11 | 5 | i | -5 | -7 | 18 | 11 | 3.4
5 | C(=N\Nc1nc(-c2ccccc2)cs1)/c1cccs1 | 4 | -8 | -9 | 7 | i | 18 | -9 | 13 | 2 | 2.7
6 | COc1ccc(O)c(C2=Nc3ccccc3N=C(c3ccco3)C2)c1 | 0 | -15 | -2 | -6 | i | -3 | -6 | 6 | 0 | 0.8
7 | CC1CN(C(=S)SCCN2Cc3ccccc3C2=O)CC(C)O1 (stereo not drawn) | 11 | 2 | 8 | 5 | i | -1 | 3 | 15 | -2 | -1.5
8 | COc1ccc(CNC(=O)CN2CCC(C(=O)c3ccc(OC)cc3)CC2)cc1 | 0 | -3 | -6 | 2 | i | -3 | 0 | -2 | -2 | 3.0
9 | CC1CC(C)(C)CC2(C1)NC(=O)N(CC(=O)N(C)Cc1nc3ccccc3c(=O)[nH]1)C2=O (stereo not drawn) | -3 | 2 | -2 | -2 | i | -1 | 0 | 18 | -2 | -1.4
10 | O=C(c1ccccc1)c1ccc(C(=O)N2CCN(c3ccccc3O)CC2)cc1 | x | 0 | -6 | -1 | i | 6 | -5 | 15 | 0 | 1.2
11 | CCOc1ccccc1NC(=O)COC(=O)c1cccc(-c2ccc(OC(C)=O)cc2)c1 | -10 | 3 | -9 | -2 | i | -7 | -4 | 3 | 0 | 3.0
12 | O=C(CC1C(=O)NCCN1C(=O)c1ccc(F)cc1)OCc1ccccc1 (stereo not drawn) | 10 | 2 | 0 | 0 | i | 2 | 0 | 10 | 2 | 0.4
13 | Cc1ccc(S(=O)(=O)CCC(=O)NCc2ccccc2)cc1 | -10 | 0 | -3 | 0 | i | -3 | 8 | 3 | -1 | -3.0
14 | NC(=O)c1ccc(NC(=O)COC(=O)c2ccc(Cl)nc2)cc1 | 3 | -2 | 6 | 1 | i | 9 | 1 | 5 | 0 | -0.7
15 | COc1ccc(CCNS(=O)(=O)c2cccs2)cc1 | -9 | -1 | 1 | -6 | i | -11 | 2 | 14 | 0 | 0.3

# 3 structures from above, ordered by number of heavy atoms, highest first:
no. | canonical_smiles | Scp1 inh | SUMO1-SIM PPI | CendR NRP1 mod | MT1-MMP act inh | Rpn11 block | NadD inh | DNMT1 block | SKN-1 block | STEP inh | LMPTP block
7 | CC1CN(C(=S)SCCN2Cc3ccccc3C2=O)CC(C)O1 (stereo not drawn) | 11 | 2 | 8 | 5 | i | -1 | 3 | 15 | -2 | -1.5
1 | Fc1ccc(N/N=C(/c2ccccc2)c2ccccn2)cc1 | -4 | 13 | -3 | -1 | i | 2 | -4 | 8 | 12 | 0.4
2 | CC(NC(=O)C1CCCCC1)c1ccc2c(c1)OCCO2 (stereo not drawn) | -4 | -3 | 7 | 0 | i | 6 | 2 | -15 | -6 | -2.1

# Taken from above:
# no. 14 in LMPTP block = -0.7
# no. 7 in CendR NRP1 mod = 8

# More entries follow.
no. | canonical_smiles | Scp1 inh | SUMO1-SIM PPI | CendR NRP1 mod | MT1-MMP act inh | Rpn11 block | NadD inh | DNMT1 block | SKN-1 block | STEP inh | LMPTP block
16 | Cc1cc2c(=O)n(C)c(SCC(=O)Nc3cccc(F)c3)nc2s1 | -4 | 3 | -5 | 2 | i | -7 | -2 | 12 | 0 | 1.4
17 | O=C(NCc1cccnc1)c1cccc(S(=O)(=O)Nc2cccc(Cl)c2)c1 | -8 | 9 | -15 | 3 | i | -2 | 3 | -1 | -4 | -0.5
18 | O=C1CC(c2cccc(Cl)c2)CC(O)=C1C=NCCCO (stereo not drawn) | -6 | -3 | -9 | -12 | i | 2 | 1 | 8 | 0 | -0.7
19 | CCCCSc1ncc(C(=O)OCC)c(N)n1 | 3 | 0 | 9 | -1 | i | -1 | -4 | -12 | 0 | 0.6
20 | Cc1nn(-c2cccc(Cl)c2)c(Cl)c1/C=N/NC(=O)c1cccnc1 | -3 | 2 | 4 | -3 | i | -2 | -2 | 2 | 2 | 0.4
21 | COC(=O)Cc1ccc(NC(=S)NC(C)(C)C)cc1 | 0 | -2 | 4 | 1 | i | -4 | -10 | 7 | -2 | 0.0
22 | O=C(O)c1cccc2sc3cc(Cl)ccc3c(=O)c12 | -18 | -14 | 5 | 6 | i | -4 | 5 | 18 | 6 | 0.5
23 | CS(=O)(=O)Nc1ccc(C(=O)NCCSC2CCCCC2)cc1 | -4 | 1 | -22 | 2 | i | 2 | -1 | 4 | 0 | 0.2
24 | CC(=C1C(=O)c2ccccc2C1=O)N1CCN(c2ccccn2)CC1 | -5 | -6 | -20 | 0 | i | 0 | -7 | 3 | 2 | -4.6
25 | COc1ccc(NC(=O)CCCNC(=O)c2ccc(Cl)cc2)c(OC)c1 | 3 | 3 | 6 | 1 | i | -14 | -1 | -4 | -1 | -1.0
26 | CC(=O)c1cccc(NC(=O)C2CC(=O)N(c3cccc(C)c3C)C2)c1 (stereo not drawn) | 4 | 2 | 4 | 6 | + | 0 | -1 | 6 | -2 | -1.3
27 | CC(C)Cn1c(CCCNC(=O)c2ccc(F)cc2)nc2ccccc21 | -5 | -5 | 2 | -4 | i | 2 | 2 | 2 | -1 | 4.4
28 | COc1ccccc1NC(=O)c1cnc2c(-c3ccccc3)c(C)nn2c1C | -5 | -7 | -4 | -1 | i | -3 | -1 | 3 | 0 | 1.6
29 | O=S1(=O)CCN(Cc2ccc(Cl)c(C(F)(F)F)c2)CC1 | -3 | 3 | -3 | -2 | i | -3 | 0 | -9 | 1 | -1.2
30 | COc1ccc(/C(N)=N/OC(=O)CSc2ccc(C)cc2)cc1 | -9 | 6 | -6 | 1 | i | -4 | -5 | 7 | 3 | 3.1

# Single records, as listed above.
# O=C(O)c1cccc2sc3cc(Cl)ccc3c(=O)c12 across the screens: Scp1 inh = -18; SUMO1-SIM PPI = -14; CendR NRP1 mod = 5; MT1-MMP act inh = 6; Rpn11 block = i; NadD inh = -4; DNMT1 block = 5; SKN-1 block = 18; STEP inh = 6; LMPTP block = 0.5
# O=C1CC(c2cccc(Cl)c2)CC(O)=C1C=NCCCO (stereo not drawn) across the screens: Scp1 inh = -6; SUMO1-SIM PPI = -3; CendR NRP1 mod = -9; MT1-MMP act inh = -12; Rpn11 block = i; NadD inh = 2; DNMT1 block = 1; SKN-1 block = 8; STEP inh = 0; LMPTP block = -0.7
# O=C(NCc1cccnc1)c1cccc(S(=O)(=O)Nc2cccc(Cl)c2)c1 across the screens: Scp1 inh = -8; SUMO1-SIM PPI = 9; CendR NRP1 mod = -15; MT1-MMP act inh = 3; Rpn11 block = i; NadD inh = -2; DNMT1 block = 3; SKN-1 block = -1; STEP inh = -4; LMPTP block = -0.5

# Screen by screen, as entered above:
# NadD inh, entries 18 to 24 → 2, -1, -2, -4, -4, 2, 0

# New compounds follow.
no. | canonical_smiles | Scp1 inh | SUMO1-SIM PPI | CendR NRP1 mod | MT1-MMP act inh | Rpn11 block | NadD inh | DNMT1 block | SKN-1 block | STEP inh | LMPTP block
31 | COc1ccc(CCNC(=O)CCOc2ccc(C)cc2)cc1OC | -2 | 3 | 12 | 4 | i | -4 | 3 | 5 | 2 | 0.0
32 | Cn1ccnc1C(O)(c1ccccc1)c1nccn1C | -16 | -2 | -6 | 0 | i | -4 | 0 | 3 | -1 | -0.5
33 | Cc1ccc(CNC(=O)c2nnc(CS(=O)(=O)c3ccccc3)o2)cc1 | -3 | 4 | 3 | -2 | i | 1 | 0 | -6 | -3 | 0.1
34 | CCOc1ccccc1-c1nc(SCC(=O)O)n[nH]1 | -2 | 0 | -6 | -2 | i | -3 | -2 | -1 | -2 | -1.9
35 | Cc1c(OCC(=O)N(C)C)ccc2c3c(c(=O)oc12)CCCCC3 | -5 | -8 | 7 | 0 | i | 7 | 7 | 1 | -2 | 0.8
36 | CC(C)CCNC(=O)CSc1nc2ccccc2c(=O)[nH]1 | -1 | -2 | 10 | 7 | i | -7 | 6 | 3 | 2 | -2.2
37 | COc1cccc(NC(=O)CC2C(=O)NCCN2C(=S)Nc2ccc(F)cc2)c1 (stereo not drawn) | -1 | -1 | -3 | 4 | i | -4 | -2 | 10 | -3 | -0.1
38 | CCC(CC)c1nnc(NC(=O)c2ccc(N3CCCCC3)c([N+](=O)[O-])c2)s1 | -1 | -2 | 9 | 1 | i | -1 | 5 | -4 | 2 | -0.3
39 | COC(=O)c1c(C#N)c(N)nc2c1CCCC2 | 1 | -1 | 9 | -2 | i | 7 | -2 | -1 | -3 | 0.6
40 | CNC(=S)Nc1cc(C(F)(F)F)ccc1Cl | -2 | 1 | 9 | 3 | i | 3 | -1 | 14 | -2 | -1.9
41 | Cn1c(=NC(=O)CSCC(=O)N2CCOCC2)sc2ccccc21 | -2 | -2 | 4 | 0 | i | -1 | 2 | -17 | 2 | -1.0
42 | C/C(=N\Nc1ccc(C#N)cc1[N+](=O)[O-])c1ccc(C)o1 | -4 | -11 | 12 | 9 | + | 2 | 2 | 3 | 16 | 0.7
43 | O=C(C1=C(O)C(=O)N(CCN2CCOCC2)C1c1ccc(Br)cc1)c1cc2ccccc2o1 (stereo not drawn) | -2 | 3 | -15 | -5 | i | 24 | -3 | 11 | 11 | 0.2
44 | O=c1cc(O)c(-c2cccc(Cl)c2)c(Cl)[nH]1 | -9 | 1 | 5 | 1 | i | 5 | 3 | 17 | 0 | -2.0
45 | CC(C)CCOCC(=O)Oc1ccccc1C(=O)O | 0 | 1 | 13 | -4 | i | 5 | 1 | 3 | 0 | -0.8
46 | CCN1CCN(S(=O)(=O)c2ccc(C(=O)Nc3ccccc3)cc2)CC1 | -4 | 6 | -8 | 0 | i | -8 | 1 | -9 | -1 | 0.4
